# Source: PubChem (several laboratories)
# mABHD4 FP: ABHD4 (mouse) inhibition, primary FP screen; Q8VD66; purified mABHD4, FP-Rh probe fluorescence polarization; inhibition, % at 8.92 µM; 370,000 compounds, 0.54% hits; AID 720543;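 active = inhibition exceeding the mean over every tested compound plus 3 SD, cut at about 30% in these data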;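 note: 0% = plate median of compound wells and 100% = S159A mutant with DMSO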
#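 System: mouse ABHD4 enzyme, wild type / Medium: HEPES pH 7.0, NaCl, Pluronic buffer / Reagent: FP-Rh activity-based fluorescent probe / Control set: S159A mutant high control, sample median low control / Detection: fluorescence polarization with parallel and perpendicular emission, 525/598 nm / Schedule: 45 min + 60 min at 25 °C / Compound dosing: 8.92 µM, single dose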
# HTRA1 inhibitor: HTRA1 (human) protease inhibition. recombinant HTRA1, FP-rhodamine activity-based probe, fluorescence polarization. inhibition, % at 5.96 µM. 340,000 compounds, 0.5% hits. Q92743; in the data active = inhibition above about 36%;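 note: 0% = enzyme with DMSO and 100% = wells lacking enzyme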
# Target sequence (Q92743 whole entry, looked up): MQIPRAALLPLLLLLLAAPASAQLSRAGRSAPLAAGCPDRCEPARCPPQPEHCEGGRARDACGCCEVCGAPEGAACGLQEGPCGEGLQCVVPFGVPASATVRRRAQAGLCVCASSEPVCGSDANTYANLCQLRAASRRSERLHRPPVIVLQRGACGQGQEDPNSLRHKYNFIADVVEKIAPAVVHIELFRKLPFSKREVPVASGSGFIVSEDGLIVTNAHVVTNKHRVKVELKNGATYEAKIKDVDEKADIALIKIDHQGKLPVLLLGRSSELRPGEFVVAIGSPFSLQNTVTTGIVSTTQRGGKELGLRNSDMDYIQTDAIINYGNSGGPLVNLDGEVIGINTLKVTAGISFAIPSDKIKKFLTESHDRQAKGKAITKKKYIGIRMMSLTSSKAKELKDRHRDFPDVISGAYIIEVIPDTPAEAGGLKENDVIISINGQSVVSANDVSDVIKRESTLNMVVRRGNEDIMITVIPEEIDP
# TDP2 inh: TDP2 (human) inhibition, absorbance primary screen | O95551 | recombinant TDP2, T5PNP hydrolysis, p-nitrophenol absorbance 415 nm | inhibition, % at 12.8 µM | 370,000 compounds, 0.34% hits | AID 720702;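 active = inhibition above the mean of all tested compounds plus 3 SD, set per campaign, cut at about 25% in these data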;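 note: 0% = DMSO with enzyme and 100% = buffer with substrate but no TDP2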
#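 System – recombinant human TDP2 · Amount – 120 nM TDP2 per well · Buffer or medium – Mg2+-containing Tris-HCl buffer, pH 7.5 · Reagent – T5PNP substrate, 5 mM · Dosing – 12.8 µM single point, 1% DMSO · Incubation – 2 h at 37 °C · Measured by – epi absorbance · Read-out basis – percent inhibition · Benchmarks – high control without enzyme, low control DMSO plus TDP2 · Repeats – singlicate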
# PRMT1 inh: PRMT1 (human) inhibition, primary screen; inhibition, % at 2.79 µM; Q99873; 370,000 compounds, 1.3% hits; recombinant PRMT1, activity-based probe fluorescence polarization;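 active = inhibition above about 21% made by adding two undisclosed values, limit read from the data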
# PG9 binder: small molecules binding HIV-1 gp120 antibody PG9; TR-FRET gp120-PG9 antibody binding; 360,000 compounds, 0.43% hits; inhibition, % at 6.7 µM; AID 624416; in the data active = inhibition above about 8.5%
# TCR-CD3 inh: blocks the human TCR-CD3 interaction; inhibition, % at 9.4 µM; 360,000 compounds, 0.37% hits; TAMRA-labeled TCR probe fluorescence, biochemical; in the data active = inhibition above about 19%;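 note: recombinant mutant TCR 2C K166C tagged with TAMRA read by polarization; 0% = receptor in buffer alone and 100% = receptor with positive control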
# rCAG RNA binder: binds r(CAG) RNA repeats; r(CAG) RNA repeat, TO-PRO-1 dye displacement fluorescence; inhibition, % at 3 µM; 370,000 compounds, 1.3% hits; AID 651821;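 active = inhibition above the plate cutoff, the mean of all test compounds on that plate plus 3 SD, cut at about 35% in these data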;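 note: 0% = DMSO alone and 100% = 100 µM mitoxantrone as full dye displacement; higher means more dye released from RNA so lower well fluorescence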
# SIAE inh: human SIAE inhibition, primary screen; Q9HAT2; SIAE FP-Rh probe binding, fluorescence polarization; inhibition, % at 9.66 µM; 370,000 compounds, 0.69% hits;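 active = inhibition above a cutoff: mean of compounds within the control limits plus 3 SD of those, cut at about 17% in these data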;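 note: 0% = plate median of compound wells and 100% = probe without SIAE protein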
# LEDGF integ inh: blocks HIV-1 LEDGF/p75-dependent DNA integration; 370,000 compounds, 0.64% hits; inhibition, % at 3.7 µM; TR-FRET IN-LEDGF/p75 DNA integration, Eu/Cy5; AID 743269;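 active = inhibition above the screen-wide mean plus 3 SD, cut at about 13% in these data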;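 note: signal is the Cy5 over europium emission ratio at 671 and 618 nm; 0% = plate median of compound wells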
# Rev-erbA mod: Rev-erb alpha (human) modulation. P20393. activity, % at 10 µM. Rev-erbα–FITC-DNA binding, fluorescence polarization, 90 min. AID 1259318. 370,000 compounds, 0.79% hits;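 active = activity above about 14%, limit read from the data; passing the limit was not always enough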;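 note: 0% = DMSO wells with 35 nM protein and 100% = DMSO wells with 750 nM protein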
# Target sequence (P20393 whole entry, looked up): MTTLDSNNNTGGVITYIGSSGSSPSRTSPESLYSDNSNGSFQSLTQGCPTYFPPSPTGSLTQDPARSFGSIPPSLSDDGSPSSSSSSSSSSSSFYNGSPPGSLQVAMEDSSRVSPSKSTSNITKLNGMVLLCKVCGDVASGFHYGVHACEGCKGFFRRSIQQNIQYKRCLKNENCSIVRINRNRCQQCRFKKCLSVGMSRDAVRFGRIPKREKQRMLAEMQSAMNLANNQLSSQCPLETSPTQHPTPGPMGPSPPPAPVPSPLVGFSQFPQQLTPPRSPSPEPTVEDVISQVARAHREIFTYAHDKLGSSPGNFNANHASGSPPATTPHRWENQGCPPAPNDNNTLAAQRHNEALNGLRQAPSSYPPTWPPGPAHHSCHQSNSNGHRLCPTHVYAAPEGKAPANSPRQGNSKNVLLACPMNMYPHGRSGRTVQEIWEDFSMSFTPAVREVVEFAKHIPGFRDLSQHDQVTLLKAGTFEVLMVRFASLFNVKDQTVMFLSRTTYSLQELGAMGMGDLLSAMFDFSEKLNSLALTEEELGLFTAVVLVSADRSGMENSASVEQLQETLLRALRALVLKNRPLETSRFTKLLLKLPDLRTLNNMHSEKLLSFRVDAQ
# Active calls of the source: *; . = not tested or not shown; & = joins results of further samples. Not all compounds are listed; rates above refer to the full screens.
SMILES,mABHD4 FP,HTRA1 inhibitor,TDP2 inh,PRMT1 inh,PG9 binder,TCR-CD3 inh,rCAG RNA binder,SIAE inh,LEDGF integ inh,Rev-erbA mod
C[C@]12c3[nH]c4ccccc4c3CCN1C(=O)C(CC(=O)NCc1ccco1)C[C@@H]2C(=O)N1CCCCC1 (some centres not stated),2,-3,2,0,-0.7,-3,2,0,-3,-3
Cc1noc(C)c1NC(=O)Nc1cccc2c1O[C@H](CN(C)C(=O)Nc1ccccc1)[C@@H](C)CN([C@H](C)CO)C2=O,1,-3,1,1,0.8,-2,4,-2,-1,-3
COc1cccc(Oc2ccc(C(F)(F)F)cc2NC(=O)CCc2nc3ccccc3c(=O)[nH]2)c1,-23,-43,-8,2,-1.3,2,8,-21,0,3
Cn1cnnc1SCC(=O)N1CCc2ccccc2C1,-3,4,-9,2,1.2,-1,3,8,0,10
CC(=O)c1ccc(OC(=O)CCN2c3ccccc3Sc3ccccc32)cc1,-5,35,-2,-1,-1.4,2,2,19*,-1,-1
CCOC(=O)N1CCN(c2c(N3CCN(c4ccc(F)cc4)CC3)c(=O)c2=O)CC1,-4,5,2,-1,-3.6,-5,-5,5,0,5
CC(C(=O)N1CCN(C(=O)c2ccco2)CC1)N1C(=O)NC2(CCCCC2C)C1=O (configuration not stated),7,3,9,3,-0.2,0,0,0,2,-5
CCN(C[C@H]1N[C@@](CC)(C(=O)OC)[C@H]2C(=O)N(C)C(=O)[C@@H]12)C(=O)Nc1ccc(OC)cc1,2,6,0,3,0.2,-5,-2,16,3,-7
Cc1c(C(=O)N2CCN(Cc3cccs3)CC2)oc2ccccc12,0,-7,-2,-2,-2.7,-5,3,4,0,-3
Cc1nc(SCC(=O)c2cccs2)c2oc3ccccc3c2n1,-13,-13,1,4,-2.6,-2,5,-13,2,8
CCCCCCCNC(=O)c1cc(-c2ccncc2)nc2ccccc12,-4,-33,-10,-2,-3.0,-7,-3,-5,4,-5
O=C(CSc1nnc(-c2ccncc2)o1)N1CCCC1,-1,6,4,-2,0.1,6,-2,-3,0,-3
COc1ccc(-c2ccc(C(=O)C3CC3)cc2)cc1,5,5,0,2,-3.3,-1,-1,-9,-2,5
CC(C)c1cc[n+](-c2nc([O-])sc2C=O)cc1,4,-3,12,11,-3.0,0,-4,3,0,4
CC(OC(=O)Cc1ccccc1[N+](=O)[O-])C(=O)NC(=O)NC1CCCCC1 (configuration not stated),-2,58*,16,-1,0.2,3,-8,0,0,2
CCOC(=O)c1sc(NC(=O)CN2CCN(c3ccc(OC)cc3)CC2)nc1C,2,1,10,0,-2.2,-4,-6,2,-4,1
CCCCCC[C@@H](CN(CCCC)S(C)(=O)=O)c1ccccc1,-8,.,6,1,.,.,1,-1,-1,-5
O=C(NC1CCN(Cc2ccccc2)CC1)c1ccc2c(c1)[nH]c(=O)n2Cc1ccc(F)cc1,3,-7,6,0,2.8,-10,3,-5,3,-8
Cc1ccc(S(=O)(=O)N2CCc3c2cc([N+](=O)[O-])cc3[N+](=O)[O-])cc1,12,1,-11,6,-0.7,4,11,6,-4,2
Cc1ccc(O)c([C@H](CCN(C(C)C)C(C)C)c2ccccc2)c1,10&9&4,7&3,-7&-3&-11,1&1&-7,1.0&-0.8,2&4,8&5&6,3&5&4,4&3&7,-3&-2&1
CC(C)(C)c1csc(NC(=O)CSc2nc3ccccc3c(=O)[nH]2)n1,-3,-31,-7,8,2.1,-2,29,-8,8,6
CN1OC[C@@H]2CN(S(=O)(=O)c3ccccc3)[C@H](c3ccc(-n4ccnc4)cc3)C[C@@H]21,4,.,6,2,-0.1,2,7,1,-2,0
CCOC(=O)N1CCN(c2nc(C)cc(C(F)(F)F)n2)CC1,2,3,0,-1,0.2,-5,-3,7,1,7
CCC(C)[C@H](NC(=O)N1c2ccccc2NC(=O)[C@@H]1C(C)C)C(=O)N[C@@H](Cc1ccccc1)C(=O)O (some centres not stated),0,4,-3,-4,-2.3,-1,4,3,-3,-4
O=C(NCc1ccc(Cl)cc1)c1ccc(-n2cccn2)nc1,4,-5,8,3,-0.2,-3,-2,-1,-2,-5

# SIAE inh: what is marked active above.
SMILES | mABHD4 FP | HTRA1 inhibitor | TDP2 inh | PRMT1 inh | PG9 binder | TCR-CD3 inh | SIAE inh | LEDGF integ inh | Rev-erbA mod
CC(=O)c1ccc(OC(=O)CCN2c3ccccc3Sc3ccccc32)cc1 | -5 | 35 | -2 | -1 | -1.4 | 2 | 19* | -1 | -1

# (listing goes on)
SMILES,mABHD4 FP,HTRA1 inhibitor,TDP2 inh,PRMT1 inh,PG9 binder,TCR-CD3 inh,rCAG RNA binder,SIAE inh,LEDGF integ inh,Rev-erbA mod
CCCCN(CCCC)CP(=O)(c1ccccc1)c1ccccc1,2,-7,-2,-3,0.3,4,-9,-2,0,-3
COc1ccccc1C(=O)NN1C(=O)C2C3C=CC(O3)C2C1=O (configuration not stated),0,0,1,36*,0.5,0,3,3,-4,-1
CCC1(c2ccccc2)NC(=O)N(CC(=O)NC2CCCC2)C1=O (configuration not stated),-3,0,1,-1,-0.4,-4,-2,-1,0,0
COc1ccc(C(=O)N/C(=C\c2ccco2)C(=O)NCCCn2ccnc2)cc1,1,0,-7,-1,-2.7,-1,3,-2,2,-1
CC(C)NC(=O)CSc1nnc(-c2ccc(C(C)(C)C)cc2)n1C,-4,3,-2,1,0.4,2,-7,-3,-1,-2
NNC(=O)c1n[nH]c2c1CC(C1CCCCC1)CC2 (configuration not stated),0,-5,10,2,0.0,-2,-2,-6,0,2
Cc1ccc(CS(=O)(=O)c2ncc(Cl)c(C(=O)Nc3nnc(C(C)C)s3)n2)cc1,-6,5,1,-3,-1.6,3,31,-5,0,-3
CCOC(=O)[C@]12CCCC=C1N(Cc1ccc3c(c1)OCO3)C(=O)[C@H](CC(=O)NCc1cccc3ccccc13)C2,-13,.,0,-4,-0.3,1,7,-9,2,0
O=C(COCc1cc(-c2ccc3c(c2)OCO3)on1)N1CCCCC1,-10,-3,-11,9,0.0,2,2,4,3,2
COCCN1C(=O)N(c2cccc(C)c2)C(=O)C1CC(=O)Nc1ccc(F)cc1 (configuration not stated),-2,-8,6,2,-1.2,3,1,4,2,6
CN1CCCC(C)(C(=O)Nc2ccc3scnc3c2)C1 (configuration not stated),-5,.,-7,-3,-1.7,-2,3,2,-1,12
O=C(CN1CCN(S(=O)(=O)c2ccc(Br)cc2)CC1)Nc1ccccc1F,-4,-8,9,4,-1.8,1,-8,1,0,7
CN1CCN(c2ccc(S(=O)(=O)N3CCCCC3)cc2NC(=O)c2cccc([N+](=O)[O-])c2)CC1,9,-2,-10,-3,-3.4,0,-6,1,5,0
Cn1nnnc1Sc1ncnc2scc(-c3ccc[nH]3)c12,10,-5,12,31*,-1.9,-4,3,0,2,4
Cc1cc(=O)oc2c1c(C)nn2-c1ccc(Br)cc1,2,0,-1,0,-1.5,0,5,-3,-5,3
CSCC(=O)N1CCCC(CO)(CCCc2ccccc2)C1 (configuration not stated),3,6,9,2,-0.5,6,-3,12,-2,0
CCC1(c2ccc(F)cc2)NC(=O)N(CC(=O)Nc2ccc3c(c2)OCCO3)C1=O (configuration not stated),-5,7,-7,-1,-2.3,-3,0,-1,2,2
COc1ccc(-c2[nH]ncc2-c2cnn(-c3ccccc3)c2)c(O)c1,-7,-55,5,0,-2.0,-3,14,10,0,4
CCN(CC)c1ccc(NC(=O)Cn2ncc3c(C)n(Cc4ccccc4F)c(C)c3c2=O)c(C)c1,3,3,0,2,-1.4,1,2,-2,-7,-8
Cc1ccc(C(=O)NCCC(=O)N2CCCC2)cc1,5,-3,6,4,-0.5,-3,-1,4,-4,3
O=C(Nc1ccccn1)c1ccc(Br)c(S(=O)(=O)N2CCCC2)c1,4,2,2,1,-1.2,6,-4,2,-1,0
O=C(Nc1ccc(C(=O)O)cc1)/C(=C/c1ccc([N+](=O)[O-])cc1)NC(=O)c1ccccc1,-9,1,-6,2,-1.2,2,4,-3,-7,3
CCOC(=O)N/N=C\C=C\c1ccco1,13,1,2,10,-3.4,4,6,0,7,-2
COc1ccc(Cn2c(O)c(/C=N/NC(=O)c3cccnc3)c3ccccc3c2=O)cc1,31*,10,-14,-8,-1.6,0,75*,29*,3,0
CC(C)(C)NC(=O)C(=O)NNC(=O)COc1ccc(Br)cc1,3,0,10,-3,-2.0,8,1,11,1,-1
# Going on with the list.
SMILES,mABHD4 FP,HTRA1 inhibitor,TDP2 inh,PRMT1 inh,PG9 binder,TCR-CD3 inh,rCAG RNA binder,SIAE inh,LEDGF integ inh,Rev-erbA mod
CC(C)(C)c1ccc(C(=O)NCc2nnc(SCC(=O)N3CCCC3)o2)cc1,3,6,4,-2,0.8,1,0,2,1,4
CCCCOC(=O)Nc1ccc(C(=O)OC)cc1,-7,1,-1,1,-1.3,9,3,13,4,1
COc1ccc(C2C(C(C)=O)=C(C)N=c3s/c(=C\c4ccc5c(c4)OCO5)c(=O)n32)c(OC)c1 (configuration not stated),3,-9,8,0,-0.2,-7,3,1,3,-1
Cc1cccc(C)c1NC(=O)Nc1cccs1,4,3,-2,2,0.3,-7,4,-1,4,2
CC(=O)Nc1cnc(/C=C\CCCO)cn1,7,.,4,-1,-1.4,-2,4,7,8,0
COc1cccc(C(c2nnnn2Cc2ccco2)N2CCN(Cc3ccccc3)CC2)c1OC (configuration not stated),5,3,0,-1,-2.4,0,-9,1,9,-4
COc1ccc(C)cc1NC(=O)NNC(=O)c1cc2ccccc2cc1O,5,42*,-1,-1,-1.1,22*,58*,5,-5,2
O=C(CN1CCN(CC(=O)Nc2ccccc2F)CC1)Nc1ccc2c(c1)OCCO2,5,5,7,-2,-0.6,3,-4,0,-1,1
Cc1nc2c(ncn2-c2ccccc2)c(=O)n1NC(=O)CN1CCOCC1,-2,5,15,-2,-1.2,1,0,0,0,-4
COc1ccc(N=N/C(=C\O)C(=O)c2ccco2)cc1,-1,1,-13,2,-2.0,-5,9,1,4,7
CCCCNC(=O)CSc1nc2ccccc2n1S(=O)(=O)c1ccc(Cl)cc1,-2,-5,4,2,-2.4,4,0,-8,1,-6
Cc1ccc(S(=O)(=O)NNC(=O)C2CCN(Cc3ccccc3)CC2)cc1,8,5,-4,4,0.8,1,-5,-8,-4,-4
N=c1c(S(=O)(=O)c2ccccc2)cc2c(=O)n3ccccc3nc2n1Cc1cccnc1,4,-7,7,-1,0.4,5,1,-6,0,0
O=C(CSC1=NS(=O)(=O)c2ccccc2N1)N1CCCCC1,4,0,-3,2,-0.8,0,5,-3,0,0
COc1ccc(N(C)C(=O)Cc2c(C(=O)O)n(C)c3ccccc23)c(OC)c1,8,1,-13,1,-0.5,1,8,-1,-8,-5
COC(=O)Cn1ccc(-c2ccc(Cl)cc2)c(C#N)c1=O,-13,-1,-14,-2,0.9,-9,1,-3,8,3
